Screening data from PubChem BioAssay.
CAL PDZ FP-1 – blocks peptide binding to the human CAL PDZ domain; Q9HD26; purified CAL PDZ, TMR-peptide fluorescence polarization, 1 h; inhibition, % at 24.9 µM; 300,000 tested, 0.92% active; AID 602252;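 active = mean inhibition of at least 30% with at least half of replicates also reaching 30%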;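 note: 0% = DMSO neutral control and 100% = excess unlabeled competitor peptide PRC23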
SR-BI DiI-HDL act – SR-BI HDL lipid transfer activation. 320,000 tested, 0.096% active. CHO ldlA[mSR-BI] cells, DiI-HDL uptake fluorescence, 3 h; 100 = double the neutral-control signal. activation, % at 12.5 µM;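 active = mean replicate activation of at least 60% and every replicate at or above 60%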;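 note: 0% = median plate neutral-control signal and 100% = twice that signal; values of inactives mirror those of a sister screen read the other way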
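Material: SR-BI-overexpressing, LDLR-lacking CHO cells | Dosing: Single compound concentration, delivered by pin transfer | Probe or stimulus: Labelled HDL, 10 µg/mL | Signal: Bottom-read cell fluorescence after medium removal, ex 550/em 595 nm | Schedule: 3 h, 37 °C | Evaluation: HDL uptake via cellular fluorescence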
MITF act – activators of MITF-driven TRPM1 promoter activity in SK-MEL-5 cells. activation, % at 12.5 µM. SK-MEL-5 TRPM1-promoter luciferase, 24 h; % of positive control, neutral wells = 0. 300,000 tested, 0.75% active. AID 588334;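 active = mean activation of at least 80% with every replicate also reaching 80%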;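 note: 0% = neutral control wells and 100% = parthenolide positive control wells; values of inactives mirror those of a sister screen read the other way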
phage Ecoli inh – E. coli growth loss with phage present; growth absorbance; inhibition, % at 11.9 µM; 360,000 tested, 0.26% active; AID 651602; in the data active = inhibition above about 11%
CAL PDZ FP-2 – human CAL PDZ-peptide interaction inhibition. AID 504414. 330,000 tested, 0.02% active. Q9HD26. inhibition, % at 20 µM. purified CAL PDZ, TMR-peptide fluorescence polarization, 1 h;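 active = highest replicate inhibition of at least 40%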;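 note: plate controls were DMSO neutral control wells for no effect and unlabeled competitor peptide control wells for full effect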
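Material – purified CerCALP PDZ construct · Detection – FP readout, S and P plane fluorescence · Measure – percent inhibition from loss of millipolarization · Controls – unlabelled peptide for full inhibition, DMSO wells as neutral · Probe or stimulus – TMR-labelled reporter peptide T*-PRC34 bound in PDZ groove · Times – 1 h at RT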
Tat transport – E. coli Tat transport inhibition; AID 488895; inhibition, % at 10 µM; E. coli MC4100 TorA-mCherry Tat export, fluorescence; 340,000 tested, 0.036% active;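 active = mean replicate inhibition at least 50% and at least half of replicates individually reaching 50%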;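 note: exported cargo escapes ClpAP degradation while cytoplasmic cargo is degraded and loses fluorescence; 0% = median of neutral control wells and 100% = median of NaSCN control wells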
SR-BI DiI inh – blocks mouse SR-BI lipid uptake from DiI-HDL; Q61009; ldlA[mSR-BI] CHO cells, DiI-HDL uptake fluorescence, 3 h; inhibition, % at 12.5 µM; 320,000 tested, 0.96% active;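 active = mean replicate inhibition of at least 70% and a set share of replicates each scoring 70 or more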;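 note: 0% = median of neutral control wells and 100% = median of positive control wells; values of inactives mirror those of a sister screen read the other way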
Target sequence (Q61009 whole entry, looked up): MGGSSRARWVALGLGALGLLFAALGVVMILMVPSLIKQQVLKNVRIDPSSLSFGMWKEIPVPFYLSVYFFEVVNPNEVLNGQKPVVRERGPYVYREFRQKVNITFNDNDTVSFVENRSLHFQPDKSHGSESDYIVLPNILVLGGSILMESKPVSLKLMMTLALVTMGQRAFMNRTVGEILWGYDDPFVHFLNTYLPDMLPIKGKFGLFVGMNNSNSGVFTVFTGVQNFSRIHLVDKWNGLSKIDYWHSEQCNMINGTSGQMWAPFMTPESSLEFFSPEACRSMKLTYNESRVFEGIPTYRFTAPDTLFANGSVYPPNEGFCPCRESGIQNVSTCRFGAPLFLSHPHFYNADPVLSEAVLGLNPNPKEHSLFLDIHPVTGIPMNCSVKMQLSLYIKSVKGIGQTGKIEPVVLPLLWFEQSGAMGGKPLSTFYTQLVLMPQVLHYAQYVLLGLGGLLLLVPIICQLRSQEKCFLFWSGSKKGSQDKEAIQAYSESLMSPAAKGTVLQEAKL
Ecoli viability – reduces bacterial viability in AddAB counter-screen. AID 449728. inhibition, % at 11.9 µM. 330,000 tested, 0.27% active. E. coli V3065 growth, OD600 absorbance, 18 h;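 active = inhibition above the campaign's mean inhibition across all tested compounds plus 3 SD, cut at about 9.9% in these data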;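 note: uninfected addAB+ strain grown without phage in ampicillin broth; 0% = DMSO wells and 100% = ciprofloxacin 0.95 µg/ml wells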
AddAB inh – less growth of phage-infected E. coli with AddAB. AID 435030. E. coli expressing H. pylori AddAB, absorbance growth. inhibition, % at 11.9 µM. 330,000 tested, 0.29% active; in the data active = inhibition above about 12%;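 note: 0% = vehicle wells of infected cells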
Wnt bcat act – Wnt/beta-catenin pathway activation | 300,000 tested, 1.2% active | activation, % at 9.35 µM | Wnt/beta-catenin reporter cell assay, activator, plate reader; in the data active = activation above about 30%, passing the limit was not always enough;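 note: 0% = neutral control wells and 100% = positive control wells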
Active calls of the source: *; . = not tested or not shown.

SMILES | CAL PDZ FP-1 | SR-BI DiI-HDL act | MITF act | phage Ecoli inh | CAL PDZ FP-2 | Tat transport | SR-BI DiI inh | Ecoli viability | AddAB inh | Wnt bcat act
CCN(CC)C(=O)c1cccc(C)c1 | 1 | 23 | 14 | 2.2 | 0.1 | -23 | -23 | -0.3 | -0.8 | 3
Cc1ccc(/C=C/C(=O)NC(=S)Nc2ccc(S(=O)(=O)Nc3cc(C)on3)cc2)cc1 | -4 | 9 | -2 | 0.3 | -0.4 | -10 | -9 | -2.4 | -0.1 | -3
Cc1ccc2nc(-c3ccc(NC(=O)COC(=O)c4ccc(Br)o4)cc3)sc2c1 | -2 | -19 | 15 | 0.6 | -2.0 | -2 | 19 | -1.6 | -0.9 | .
O=C(NC1=NCCS1)[C@H](Cc1ccccc1)N1C(=O)c2ccccc2C1=O | -1 | 8 | 1 | 1.7 | -2.9 | -2 | -8 | -2.9 | 2.8 | -8
CCc1ccc(CN2CCC(C(=O)Nc3cccc(-c4nnc(C)s4)c3)CC2)o1 | -3 | -59 | -8 | . | -4.6 | 7 | 59 | -1.2 | 0.4 | .
CC1=CC(C)(C)NC(=S)N1NC(=O)c1ccccc1Cl | -3 | 12 | . | 1.1 | -0.3 | -7 | -12 | -1.7 | 1.3 | -2
COc1ccc(NC(=O)CSc2nc3ccccc3c(=O)n2CCCN2CCCCC2)c(OC)c1 | -3 | -4 | 2 | 3.2 | -2.6 | 1 | 4 | -3.5 | -3.4 | .
Cc1cc(-c2n[nH]c(=S)n2/N=C/c2ccc(Cl)c([N+](=O)[O-])c2)n[nH]1 | -4 | 5 | -20 | 5.2 | -1.2 | -1 | -5 | -1.4 | 0.7 | .
COc1ccc(NC(C)=O)c(C)c1 | -7 | 34 | -2 | 0.1 | -2.4 | -3 | -34 | -0.8 | 2.7 | -1
Cc1onc(-c2c(F)cccc2Cl)c1C(=O)N1CCOC12CCCCC2 | -3 | 20 | 7 | 4.2 | -2.8 | -4 | -20 | -2.4 | 2.3 | .
Cc1cc(=O)oc2cc(OCC(=O)OCC(=O)N(C)C3CCS(=O)(=O)C3)ccc12 (stereo not drawn) | -1 | . | -7 | 3.8 | -2.2 | -2 | . | 0.8 | 2.3 | 2
O=C(C[n+]1ccccc1)NNc1ccccc1 | 1 | 24 | 6 | 0.5 | -1.1 | -5 | -24 | 1.4 | 6.2 | 1

Rewritten with values under each structure: entries from further up
Values run as follows: CAL PDZ FP-1, SR-BI DiI-HDL act, MITF act, phage Ecoli inh, CAL PDZ FP-2, Tat transport, SR-BI DiI inh, Ecoli viability, AddAB inh, Wnt bcat act
Cc1onc(-c2c(F)cccc2Cl)c1C(=O)N1CCOC12CCCCC2
  -3, 20, 7, 4.2, -2.8, -4, -20, -2.4, 2.3, .
Cc1cc(=O)oc2cc(OCC(=O)OCC(=O)N(C)C3CCS(=O)(=O)C3)ccc12 (stereo not drawn)
  -1, ., -7, 3.8, -2.2, -2, ., 0.8, 2.3, 2

Next section.
SMILES | CAL PDZ FP-1 | SR-BI DiI-HDL act | MITF act | phage Ecoli inh | CAL PDZ FP-2 | Tat transport | SR-BI DiI inh | Ecoli viability | AddAB inh | Wnt bcat act
CCOC(=O)Cc1csc(SCC(=O)NC2CCC(C)CC2)n1 (stereo not drawn) | 4 | -8 | 4 | 0.0 | -4.5 | 2 | 8 | -0.7 | 3.6 | -3
O=C(Nc1cccc(Cl)c1)Nc1nccs1 | -4 | -13 | 51 | 2.2 | -3.8 | -8 | 13 | -1.2 | 1.4 | .
CS(=O)(=O)N1CCCC(C(=O)NCCCN2CCc3ccccc3C2)C1 (stereo not drawn) | -1 | 24 | 1 | 0.9 | -0.6 | -15 | -24 | -1.8 | 2.7 | .
Cc1noc(C)c1S(=O)(=O)N1CCCC(C(=O)Nc2nccs2)C1 (stereo not drawn) | -1 | 25 | . | 3.3 | -1.1 | -4 | -25 | 0.1 | -1.5 | -2
COc1ccc(C)cc1NS(=O)(=O)c1ccc(NS(=O)(=O)c2ccc(NC(C)=O)cc2)cc1 | -3 | 11 | -6 | -0.8 | -0.5 | 1 | -11 | 0.4 | 2.6 | -3
COc1ccc(OC)c(N2C(=O)CC(Cc3ccc(Cl)cc3)C2=O)c1 (stereo not drawn) | -5 | -23 | 4 | 3.0 | 0.4 | 5 | 23 | 1.4 | 2.0 | .
COc1ccc(/C=N/NC(=O)CCCOc2ccc(Cl)cc2Cl)cc1[N+](=O)[O-] | -2 | 15 | 5 | 1.0 | -0.5 | -8 | -14 | 2.1 | -1.0 | .
Cc1nc(-c2nnc(SCC(=O)Nc3ccc(Cl)cc3)n2C)cs1 | -4 | -11 | -3 | 3.0 | -0.3 | 8 | 11 | -0.2 | 2.6 | 10
COc1ccc(C(=O)CSC2=NS(=O)(=O)c3cc(Cl)ccc3N2)cc1 | -3 | 12 | -1 | 3.4 | -6.1 | 13 | -12 | 2.3 | 1.1 | 1
N#Cc1c(-c2ccccc2)nc2n1CCS2 | -3 | 11 | 12 | 1.0 | -1.9 | 1 | -11 | -1.0 | -1.3 | 6
CCCCCCCC(=O)N/N=C/c1ccc(Br)cc1 | 1 | 9 | 3 | 3.4 | . | -7 | -9 | 0.0 | 2.5 | .
O=C(NC1CCCCC1)C1CC(=O)N(c2cccc([N+](=O)[O-])c2)C1 (stereo not drawn) | 1 | -4 | -5 | 2.0 | -0.7 | 7 | 4 | -0.7 | 2.5 | -1
Cc1ccc(S(=O)(=O)N(C)C)cc1NC(=O)CSc1nc2ncc(Cl)cc2[nH]1 | -1 | 18 | -4 | 3.8 | 0.0 | -5 | -18 | . | . | -4
COc1ccc(S(=O)(=O)N2CCCCCC2)cc1Br | . | -37 | 5 | 3.3 | -0.3 | 0 | 37 | . | . | 0
CCOC(=O)c1ccc(N2CN(C3CCCCC3)CNC2=S)cc1 | -3 | -6 | -2 | 2.6 | -0.2 | -1 | 6 | -0.9 | 1.6 | .
FC(F)(F)C(F)(F)C(F)(F)c1nnc2ccc(N3CCOCC3)nn12 | -4 | 14 | 6 | 5.2 | -0.3 | -6 | -14 | -1.1 | 4.0 | .
CC1CCN(C(=O)Cc2nn(C)c(=O)c3ccccc23)CC1 | -2 | -13 | -4 | 3.6 | -0.7 | -7 | 13 | -1.2 | 2.4 | .
COc1ccc(NS(=O)(=O)c2cc(NC(=O)CC(=O)c3ccc([N+](=O)[O-])cc3)ccc2C)cc1 | -3 | -25 | 1 | 3.6 | -0.9 | -5 | 25 | -1.5 | 0.2 | -1
Cc1nc2sc(C(c3ccccc3)N3CCN(C(=O)c4ccco4)CC3)c(O)n2n1 (stereo not drawn) | -6 | 6 | 4 | 0.8 | -1.4 | -1 | -6 | -1.1 | 0.4 | -1
N#Cc1c(N)c(C(=O)c2ccccc2)n2ccccc12 | -1 | -26 | . | 2.4 | -0.4 | -4 | 26 | -1.5 | -0.4 | 1
COc1cccc(OCC(=O)NNC(=S)Nc2ccc(Cl)cc2Cl)c1 | . | 33 | 1 | 1.9 | -0.1 | 4 | -33 | 0.2 | 1.7 | -1
CC(=O)Nc1nnc(CSCc2ccc(F)cc2)s1 | . | 12 | . | 1.7 | -1.1 | 1 | -12 | -1.1 | -0.1 | 4
C=CCN(CC=C)C(=O)c1ccncc1 | -2 | -13 | 25 | -2.3 | -0.3 | -4 | 13 | -0.2 | 3.3 | .
CCOc1ccc(/C=N\NC(=O)c2c(C)nc3cc(C)ccn23)cc1 | -13 | -20 | 2 | 0.1 | -1.0 | -5 | 20 | 0.6 | 1.7 | -1
COc1ccccc1N1CCN(C(=O)C(CC(C)C)NC(=O)C2CCCCC2)CC1 (stereo not drawn) | -5 | . | -7 | -1.2 | -2.0 | -1 | . | -1.9 | -2.7 | -3
CCCNC(=O)c1cn(CC)c2cc(N3CCN(C(=O)c4ccco4)CC3)c(F)cc2c1=O | -5 | -55 | 4 | 7.7 | -1.9 | 15 | 55 | 58* | 94* | -1
O=C(Nc1cc(S(=O)(=O)N2CCCCC2)ccc1N1CCOCC1)c1ccc(C(F)(F)F)cc1 | -6 | -6 | -4 | 0.7 | -2.5 | 11 | 6 | 1.9 | 0.1 | -1
C/C(=N\Nc1nccnc1Cl)c1ccc(F)cc1 | -6 | 7 | 58 | 1.4 | -0.1 | -9 | -7 | 4.6 | 3.2 | 9
O=C(NCCc1ccc(Cl)cc1)C(=O)c1c[nH]c2ccccc12 | -1 | 7 | 0 | 3.3 | 1.8 | 1 | -7 | -1.8 | 2.9 | -1
CNCCc1ccccn1 | -3 | 28 | -6 | 5.9 | -0.9 | 1 | -2 | 0.3 | -2.4 | -1
Cc1ccsc1/C=N/NC(=O)c1ccc(-n2cccc2)cc1 | -2 | -77 | 50 | 3.2 | -3.8 | 3 | 77* | 1.1 | -0.1 | 14
O=C(CNC(=O)c1ccc(Br)cc1)NC1CC1 | . | 5 | 4 | -0.5 | 0.1 | 2 | -5 | -4.0 | 0.9 | 0
COc1ccc(CN=C2NC(=O)CC(C(=O)Nc3cc(C)cc(C)c3)S2)cc1 (stereo not drawn) | -6 | 24 | 9 | 3.2 | -1.9 | 0 | -24 | -0.2 | 8.4 | -2
O=C(Nc1ccc(NS(=O)(=O)c2ccccc2)cc1)c1cccnc1 | -2 | 11 | -2 | 3.8 | -0.6 | -3 | -11 | 1.2 | 4.7 | -2
COc1ccccc1C(=O)CSc1nccn1C | -2 | . | 34 | 0.6 | -2.6 | -1 | . | 0.1 | 1.3 | 5
COc1cc(C2C(C(=O)c3sc(C)nc3C)=C(O)C(=O)N2CCN(C)C)cc(OC)c1OC (stereo not drawn) | -5 | 28 | . | 0.0 | 0.7 | 1 | -28 | . | . | -2
CCOc1cc(C(=O)Nc2cccc(OCC(=O)N3CCOCC3)c2)cc(OCC)c1OCC | -5 | -67 | -10 | 0.1 | -1.0 | -6 | 67 | 1.1 | 3.0 | -3
Cc1ccc(C(=O)N/C(=C/c2ccco2)C(=O)Nc2cccc(C)c2)cc1 | -2 | -65 | 0 | 0.2 | -0.1 | -4 | 65 | 0.7 | 2.0 | .
Cc1cnc(C(=O)Nc2nccs2)cn1 | -2 | 19 | 22 | 2.5 | -1.1 | -6 | -19 | -2.1 | -0.6 | .
CCOc1ccc(CCNC(=O)COC(=O)CCC(=O)c2cccs2)cc1OCC | -6 | 15 | -2 | 0.0 | -1.1 | -4 | -15 | . | . | 0
CCOC(=O)C1CCN(C(=O)c2[nH]c3ccc(OC)cc3c2C)CC1 | -1 | -3 | -14 | 3.1 | -1.3 | 3 | 3 | -2.9 | -2.2 | 0
Cc1cnc(C(=O)OCC(=O)Nc2ccc(C)c(S(=O)(=O)N3CCCCCC3)c2)cn1 | 9 | 17 | -2 | 2.0 | -0.6 | -1 | -17 | -3.7 | -0.7 | -1
O=C(NCc1ccc2c(c1)OCO2)c1cc(COc2c(F)cccc2F)on1 | -6 | 19 | 15 | 0.6 | -2.5 | 4 | -19 | -0.1 | 2.3 | 4
CC(C)C(NC(=O)c1ccc(C(C)(C)C)cc1)C(=O)O (stereo not drawn) | 1 | 11 | . | 2.2 | 0.1 | 1 | -11 | 1.4 | 4.4 | .
